Bioassay records from PubChem BioAssay.
FN deposition inh: fibronectin deposition inhibition. AID 743247. AH1F fibroblasts, Alexa488-fibronectin deposition fluorescence, overnight. inhibition, % at 12.6 µM. actives 0.086% (n = 350,000);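 active means mean inhibition across replicates of 30% or more, regardless of how many single replicates reach that level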;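 further: positive control wells lacked labelled fibronectin entirely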
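Material: AH1F fibroblasts assembling fluorescent fibronectin matrix; amount: 10000 AH1F cells/well; medium: DMEM, 2% serum; reagent: Alexa488-fibronectin, 24 nM final in well; dosing: single compound dose, delivered by pin transfer; incubation: 1 h adhesion, overnight exposure; detection: fluorescence after three HBSS washes, excitation 485 nm, emission 525 nm; measure: fibronectin deposition inhibition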
GSIS activator: primary screen for activators of insulin secretion dependent on glucose, INS-1E cells, GLuc reporter luminescence; INS-1E GLuc reporter insulin secretion, 2-3 h; activation, % at 16.6 µM; actives 0.61% (n = 370,000);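 active means lowest replicate activation of at least 40%, so every replicate reaches that level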;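 further: 0% = median of neutral control wells and 100% = median of IBMX positive control wells; some compounds called inactive have numbers as strong as hits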
Starred values were filed as active, the others as inactive; . = not tested or not shown. The list is partial, so the mix of outcomes need not match the whole.

Sequence of screens: FN deposition inh | GSIS activator
COC(=O)c1c(NC(=O)/C=C/c2ccco2)sc2c1CCC2
→ -5 | .
COc1cccc(OCc2nnc(SCC(=O)N3c4ccccc4Sc4ccc(Cl)cc43)o2)c1
→ -16 | .
CCOC(=O)c1cnc(Nc2ccc(OCC)cc2)nc1C
→ -1 | .
O=C(O)C1CCCN(C(=O)NCc2ccccc2)C1 (centres undefined)
→ 3 | .
CC(=O)Nc1nnc(SCc2ccccc2F)s1
→ -1 | .
CCC(=O)N1CCc2cc(Br)c(S(=O)(=O)CCC(=O)NCCOC)cc21
→ 4 | .
CS(=O)(=O)N1CCC(C(=O)Nc2ccc3c(c2)OCO3)CC1
→ 6 | .
COC(=O)c1[nH]c2ccc(C)cc2c1NC(=O)CN1CCN(c2ccccc2)CC1
→ -7 | .
CC(=O)Nc1ccc(S(=O)(=O)Oc2cccc(N3C(=O)C4CC=CCC4C3=O)c2)cc1 (centres undefined)
→ 4 | .
COc1ccc(OC)c(NC(=O)CCCN2C(=S)NC(C)(C)CC2C)c1 (centres undefined)
→ 0 | .
Cc1ccc(CC2SC(=O)NC2=O)cc1Cl (centres undefined)
→ -6 | .
Cc1ccc(-c2nnc(SCC#CCOC(=O)c3cccs3)o2)cc1
→ 11 | .
Cc1cc(C)cc(-n2c(SC(C)C(=O)NCc3ccc4c(c3)OCO4)nc3ccccc3c2=O)c1 (centres undefined)
→ 0 | .
O=c1c2ccccc2nnn1CSc1nc2cc(Cl)ccc2c(=O)n1Cc1ccco1
→ 3 | .
CCOC(=O)c1sc(N(Cc2ccccc2)C(=O)COC(=O)c2ccccc2O)nc1C
→ -2 | .
CCc1nc(N)c(C#N)c(-c2ccc(O)c(OC)c2)c1C
→ 6 | .
COc1ccccc1CNC(=O)CCC(=O)Nc1nnc(C(C)C)s1
→ 0 | .
CCOc1ccc(NCc2ccccc2OCc2cccc(F)c2)cc1
→ 2 | .
Cc1ccc(S(=O)(=O)Nc2cc(=O)[nH]c(SCc3ccccc3Cl)n2)cc1
→ 3 | .
CC(=O)c1ccc(OCC(=O)c2cc(C)n(-c3ccc4c(c3)OCO4)c2C)cc1
→ 4 | .
CCCC(=O)Nc1cc(C)c(NC(=O)Cc2ccccc2)cn1
→ 3 | .
Cc1ccc(NC(=O)CN2C(=O)C3C4C=CC(C4)C3C2=O)cc1S(=O)(=O)N(C)C (centres undefined)
→ -9 | .
O=C(CSc1n[nH]c(-c2cccs2)n1)NCc1cccs1
→ -4 | .
CNC(=O)C1CC(=O)N(CCCc2ccccc2)C(=Nc2ccccc2)S1 (centres undefined)
→ 4 | .
CCCCCCN1C=C/C(=C\C=C(C#N)C#N)c2ccccc21
→ 7 | .
CSc1ccc(Cc2ccc(Cl)cc2Cl)nn1
→ 5 | .
O=C(C1CCN(S(=O)(=O)N2CCCC2)CC1)N1CCCCC1
→ 1 | .
O=C(COc1ccccc1)Nc1ccccc1C(=O)NCc1ccco1
→ 1 | .
COc1ccc(/C=C/C(=O)N2CCCc3ccccc32)cc1
→ 1 | .
N#Cc1cccc(-c2nnc(SCc3ccccc3C#N)o2)c1
→ -1 | .
CC(/C=C/c1ccc(N(C)C)cc1)=N\N=C1\NC(=O)CC(C(=O)Nc2ccccc2)S1 (centres undefined)
→ -5 | .
COc1ccccc1N(Cc1ccccc1)S(=O)(=O)c1cccc(C(=O)O)c1
→ 6 | .
Cc1ccc(Nc2cc(C)nc(N3CCOCC3)n2)c(C)c1
→ 2 | .
CCOC(=O)Cc1c(C)nc2c(-c3cccc(Br)c3)cnn2c1C
→ -2 | .
COc1ccc2nnc(-c3ccccc3)n2n1
→ 8 | .
O=C(Nc1nc2ccc(F)cc2s1)C1CCN(S(=O)(=O)c2cc([N+](=O)[O-])ccc2Cl)CC1
→ -3 | .
C/C(=N/NC(=O)CN1CCN(S(=O)(=O)c2ccc(Br)cc2)CC1)c1cccnc1
→ 4 | .
O=C(NCNC(=O)c1ccccc1)c1ccccc1
→ 1 | .
Cc1cccc(NC(=O)c2cc(Cl)sc2Cl)c1C
→ 8 | .
Cc1ccc(NC2=C(Cl)C(=O)OC2NC(=O)c2ccccc2)cc1 (centres undefined)
→ -6 | .
CCN(C(=S)NC(=O)CCc1ccccc1)c1ccccc1
→ -2 | .
O=C(Cn1cc(C(F)(F)F)ccc1=O)NC(c1ccccc1)c1ccccc1
→ 4 | .
CC(C)(C)c1ccc(OC(=O)CN2C(=O)C3C4CCC(C4)C3C2=O)cc1 (centres undefined)
→ -8 | .
COC(=O)CCC(NC(=O)OCc1ccccc1)C(=O)NC(CC(C)C)C(=O)OC (centres undefined)
→ 3 | .
CCN(CC)CC(=O)Nc1c(Br)ccc2c1OCO2
→ 2 | .
O=C1c2ccccc2C(O)(Cc2ccccc2)N1C1CCCCC1 (centres undefined)
→ 21 | .
COC(=O)c1ccc2c(=O)[nH]c(CSc3nnc(C(F)(F)F)n3C)nc2c1
→ 1 | .
Cc1nnc(NC(=O)CSc2nnc(CCc3nc4ccccc4[nH]3)n2C)s1
→ 2 | .
Cc1cc(C)nc(SCc2nnc(SCC(=O)OC3CCCCC3)o2)n1
→ -4 | .
CC(C)=C1C2CCC1C1C(=O)N(c3ccc(C)c(C)c3)C(=O)C21 (centres undefined)
→ 4 | .

Carrying on.
Sequence of screens: FN deposition inh | GSIS activator
CCOC(=O)N1CCN(C(=O)CN(C2CCCCC2)S(=O)(=O)c2ccc(F)cc2)CC1
→ -12 | .
O=C(OC1Cn2c(=O)ccc(=O)n2C1)c1ccc([N+](=O)[O-])cc1
→ 5 | .
O=C(Nc1ccccc1)c1ccc(NCCc2ccccc2)c([N+](=O)[O-])c1
→ 2 | .
Cc1ccc(SCCNC(=O)/C=C/c2ccc([N+](=O)[O-])cc2)cc1
→ -3 | .
CCC(C)NS(=O)(=O)c1ccc(S(=O)(=O)N2CC=C(c3ccc(F)cc3)CC2)cc1 (centres undefined)
→ -2 | .
Cc1ccc(C(=O)Nc2ccc(F)cc2)o1
→ 10 | .
Cc1scc(C(=O)O)c1-c1c(C(=O)O)csc1C
→ 1 | .
COC(=O)c1ccccc1NC(NC(=O)c1ccco1)C(=O)c1ccc(C)cc1 (centres undefined)
→ -2 | .
CN(C)c1nc(Nc2ccccc2)nc(Oc2ccc(=O)[nH]n2)n1
→ -4 | .
O=C(Cc1ccc([N+](=O)[O-])cc1)NCc1ccccc1Cl
→ -2 | .
O=C(O)CS(=O)(=O)c1ccc(Oc2ccc(S(=O)(=O)CC(=O)O)cc2)cc1
→ 2 | .
N/C(=N\OC(=O)N1c2ccccc2Sc2ccccc21)c1ccc(Br)cc1
→ -4 | .
O=[N+]([O-])c1cc(C(F)(F)F)c(Cl)cc1N1CCN(CCO)CC1
→ -1 | .
Cc1nnc(SCC(=O)Nc2ccc(-c3nc4ccccc4s3)cc2)s1
→ 1 | .
CCOP(=O)(OCC)C(Nc1cccc(C(F)(F)F)c1)c1ccc(Br)cc1 (centres undefined)
→ -2 | .
COC(=O)C(=O)C1CCc2c(Cl)cc(OC)c(OC)c2C1=O (centres undefined)
→ -20 | .
Cc1ccc(NC(=O)COc2cccnc2[N+](=O)[O-])cc1S(=O)(=O)N1CCCCC1
→ 2 | .
Cc1cccc(C(=O)Nc2nnc(SCC(=O)Nc3ccc4c(c3)oc3ccccc34)s2)c1
→ 0 | .
C=CCSc1nnc(-c2sc(-c3ccccc3)nc2C)n1C
→ -1 | .
Cc1cccc(N(CC(N)=O)S(C)(=O)=O)c1C
→ 6 | .
COCCNC(=O)c1cn(C)c(=O)c2cc(OC)c(OC)cc12
→ -10 | .
COc1cccc(-n2nc3c(-n4ncc(C#N)c4N)nnc(C)c3c2C)c1
→ -4 | .
CNS(=O)(=O)c1cc(NC(C)=O)c(C)cc1C
→ 2 | .
Cc1ccc(S(=O)(=O)Nc2cc(C(F)(F)F)ccc2N2CCOCC2)c(C)c1
→ -4 | .
O=c1ccc2ccc(OCc3nnc(-c4ccccc4Br)o3)cc2o1
→ 4 | .
CC(=O)C(/C=N/c1cc(-c2ccc(C)cc2)nn1-c1ccccc1)=C(\C)O
→ 6 | .
CCCCC/C=N\NC(=O)Cc1ccc([N+](=O)[O-])cc1
→ 2 | .
Cc1cc(C)c2c(N)c3cccc(C)c3nc2n1
→ -8 | .
CCOC(=O)NC(=O)CN1C(=O)NC(C)(c2ccccc2)C1=O (centres undefined)
→ . | 11
CCCNC(=O)c1cccc(Cn2cc(Br)c([N+](=O)[O-])n2)c1
→ . | -3
CC(C)C#Cc1ccc([C@H]2[C@H](CO)N3C(=O)CN(C(=O)Cc4cccnc4)C[C@@H]23)cc1
→ . | -2
O=C1CC(SC(=Nc2ccccc2)Nc2ccccc2)C(=O)N1c1ccc(Cl)c(Cl)c1 (centres undefined)
→ . | -21
COc1ccc(CCNCCC(=O)Nc2c(C)cc(C)cc2C)cc1OC
→ . | -4
CCCCS(=O)(=O)N1CN(S(=O)(=O)CCCC)C2NC(=O)NC21 (centres undefined)
→ . | 12
COc1ccc(N(CC(=O)Nc2c(C)n(C)n(-c3ccccc3)c2=O)S(=O)(=O)c2ccccc2)cc1OC
→ . | 17
Cc1cc(OCCN2CCOCC2)ccc1[N+](=O)[O-]
→ . | 0
O=C(c1sc2cc([N+](=O)[O-])ccc2c1Cl)N1CCOCC1
→ . | -21
CCCCC12CN3CCN(CC(C3)/C1=N\NC(=O)Nc1ccccc1)C2
→ . | 10
c1ccc(-c2noc(-c3ccc4c(c3)OCO4)n2)cc1
→ . | -3
CC/C(=N/Nc1ccc(Cl)cc1)c1cnnc(SC)n1
→ . | 10
CCOc1cc(CNc2ccc(N3CCN(C(C)=O)CC3)cc2)cc(Br)c1OC
→ . | 35
C[C@H](CO)N1C[C@H](C)[C@@H](CN(C)C(=O)Nc2ccc3c(c2)OCO3)Oc2c(NC(=O)NC3CCCCC3)cccc2C1=O
→ . | -17
COCC(=O)N1CC(=O)N2[C@H](CO)[C@H](c3ccc(C#Cc4cccnc4)cc3)[C@H]2C1
→ . | -4
O=C1CC(c2ccccc2)n2nc(NC(=O)c3cccnc3)nc2N1 (centres undefined)
→ . | -7
Cc1ccc(C(=O)Oc2cc(C)[nH]c(=O)c2[N+](=O)[O-])cc1
→ . | -18
CCCC(=O)N1CC2(C1)CN(C(=O)Nc1c(C)noc1C)[C@H](CO)c1c2c2ccc(OC)cc2n1C
→ . | 22
CC(C)(C)C(=O)NC(NC(=S)Nc1ccc(S(N)(=O)=O)cc1)C(Cl)(Cl)Cl (centres undefined)
→ . | 7
O=C(CSc1ccsc1[N+](=O)[O-])N1CCCCC1
→ . | 6
C[C@H](CO)N1C[C@H](C)[C@@H](CN(C)C(=O)Nc2ccccc2)Oc2ccc(NC(=O)CCCCCC(=O)Nc3ccccc3N)cc2C1=O
→ . | -8
CCCSc1cc(NCCOC(C)=O)c([N+](=O)[O-])c2nonc12
→ . | 17

(next part)
Sequence of screens: FN deposition inh | GSIS activator
COc1ccc2c3c(n(C)c2c1)[C@H](CO)NCC31CCN(C(=O)c2ccccc2)CC1
→ . | 21
O=S(=O)(c1ccccc1)N1CCCCN2[C@H](CO)[C@@H](c3ccc(-c4ccccc4F)cc3)[C@@H]2C1
→ . | -23
Cc1cc(/C=C2\SC(=Nc3ccc(N4CCOCC4)cc3)N(C)C2=O)c(C)n1-c1cccnc1
→ . | 4
O=C(OCC1CC(c2ccccc2Cl)=NO1)c1ccc(Br)cc1 (centres undefined)
→ . | 3
O=C(O)C1CCCCC1C(=O)Nc1nc(-c2ccc(Cl)s2)cs1 (centres undefined)
→ . | -15
O=C(O)c1ccc(N/N=C/c2cccc(F)c2)cc1
→ . | -5
CC1CCN(c2c([N+](=O)[O-])c(=O)oc3ccccc23)CC1
→ . | -2
COc1ccc2c3c([nH]c2c1)[C@H](CO)N(Cc1ccncc1)CC31CN(C(=O)c2cccnc2)C1
→ . | -9
COc1cc(CN2CCN(c3ccc(C)cc3)CC2)cc([N+](=O)[O-])c1O
→ . | 5
Cc1ccc(NC(=S)NCCc2ccccc2)c(C)c1
→ . | 10

Sorted by heavy-atom count (largest number first): 4 of the compounds above
Sequence of screens: FN deposition inh | GSIS activator
COc1ccc2c3c(n(C)c2c1)[C@H](CO)NCC31CCN(C(=O)c2ccccc2)CC1
→ . | 21
COc1cc(CN2CCN(c3ccc(C)cc3)CC2)cc([N+](=O)[O-])c1O
→ . | 5
O=C(OCC1CC(c2ccccc2Cl)=NO1)c1ccc(Br)cc1 (centres undefined)
→ . | 3
Cc1ccc(NC(=S)NCCc2ccccc2)c(C)c1
→ . | 10

The listing continues:
Sequence of screens: FN deposition inh | GSIS activator
Brc1ccc(-n2c(SCc3nc4ccccc4[nH]3)nnc2-c2ccncc2)cc1
→ . | 4
CC(C)(C)OC(=O)N/N=C/c1cc(N=Nc2ccccc2)ccc1O
→ . | 3
COc1ccc2c3c([nH]c2c1)[C@H](CO)NCC31CCN(C(=O)Cc2ccncc2)CC1
→ . | 10
CNC[C@H]1Oc2ncccc2C(=O)N(C)C[C@H]1C
→ . | -5
O=C(Cc1cccnc1)N1CC(=O)N2[C@H](CO)[C@@H](c3ccc(-c4cccc(F)c4)cc3)[C@@H]2C1
→ . | 0
Cc1ccc(C(=O)OC2OC(=O)C(Cl)=C2N2CCOCC2)cc1 (centres undefined)
→ . | -5
S=c1[nH]nc(-c2cccnc2)n1C1CCCCC1
→ . | 13
O=C(NNS(=O)(=O)c1ccccc1)C(O)(c1ccccc1)c1ccccc1
→ . | 20
CCOc1ccc(OCC(=O)Nc2ccc(OC)cc2[N+](=O)[O-])cc1
→ . | 5
CC(NC(=O)C1CCCN(S(=O)(=O)c2cccc3nonc23)C1)c1ccccc1 (centres undefined)
→ . | 0
CCn1c(SCC(=O)Nc2cc(C)on2)nc2sc(C)c(C)c2c1=O
→ . | 10
CCC1CCC(c2nnc(-c3ccc(Br)cc3)o2)CC1 (centres undefined)
→ . | -11
Cc1cc(C)cc(NC(=O)c2cc(S(=O)(=O)NCc3ccco3)ccc2F)c1
→ . | 1
